Bioassay records: PubChem, National Center for Advancing Translational Sciences (NCATS)
Nrf2 block – inhibitors of Nrf2 signaling | A549 ARE-Fluc reporter, luciferase luminescence, 18-24 h | Potency, µM (titrated, usually from 46 µM), inactives show at the top dose activity change, negative = inhibition, actives largely listed as inhibitors | 360,000 tested, 2.1% active | AID 504444; note: potency is the fitted concentration of half-maximal effect; % is set by controls: 0 for no effect and ±100 for the full control effect; nearly all actives have a fitted effect of over 60% in size
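Concentration-response testing used A549 ARE_Fluc cells at 5000 cells/well. Following an 18-24 h compound incubation, viability was read by fluorescence (Ex 405/Em 525) and luciferase output by luminescence.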
pAkt inh – Akt phosphorylation inhibition | 360,000 tested, 0.32% active | activity change, % for hits at 50 µM | AID 651550 | Neuro2A IGF-stimulated pAkt S473 HTRF, 20 min; stronger effect = lower value; in the data active = activity change below about -80%; inconclusive = mostly about -51% to -80%; note: % is set by controls: 0 for no effect and ±100 for the full control effect
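Single-point screen (50 µM final compound) in Neuro2A cells stimulated 20 min with 6 nM IGF at 37 deg C. After lysis, Ser473-phosphorylated Akt read by HTRF (ex 330 nm, em 615/665 nm) as the 665/615 ratio.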
CCT chaperon mod – changes cytosolic chaperonin activity; purified chaperonin ATPase assay, HTRF ADP detection, 30 min; 360,000 tested, 0.3% active; activity change, % (test concentration not listed), hits read low; in the data active = activity change below about -30%; note: % is set by controls: 0 for no effect and ±100 for the full control effect
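We incubate TRiC, 40 or 20 nM final, with library compounds at 76 uM and 10 uM ATP for 30 min at 37 °C. ADP formed is detected with Transcreener HTRF reagents after 30 min at room temperature.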
Abeta rescue – compounds reversing amyloid beta toxicity in yeast; yeast expressing A-beta42, growth rescue, OD600, 48 h; response scale: 0% DMSO, 100% iron-clioquinol control; Potency, µM (series often up to 46.1 µM), without a hit: top-dose growth rescue, usual class: activators; 410,000 tested, 0.063% active; note: potency is the fitted concentration of half-maximal effect; nearly all actives have a fitted effect of over 55% in size
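Growth rescue measured by 600 nm absorbance after 48 h yeast culture at 30 C with compound. Values normalized between DMSO and an equimolar ferric chloride plus clioquinol control.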
A549 tox – A549 cytotoxicity, counter-screen for Nrf2 inhibitors; Potency, µM (highest dose often 46 µM), for the others: at the top dose activity change, negative = cytotoxicity, hits mostly inhibitors; AID 504648; A549 ARE-Fluc cells, CellTiter-Fluor viability, 18-24 h; 390,000 tested, 0.16% active; note: potency is the fitted concentration of half-maximal effect; % is set by controls: 0 for no effect and ±100 for the full control effect
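Cytotoxicity counterscreen: CellTiter-Fluor fluorescence was measured in A549 ARE_Fluc cells after 18-24 h of compound exposure in a concentration series. The subsequent BugLite luminescent read reports ARE-luciferase activity.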
Nrf2 ARE act – activators of Nrf2 (ARE) signaling | AREc32 ARE-luciferase reporter (MCF7-derived line), luminescence, 24 h | Potency, µM (doses to about 46.1 µM), for the others: at the highest dose activation, hits mostly activators | 410,000 tested, 0.31% active | AID 624171; note: potency is the fitted concentration of half-maximal effect; % of control where 0% means no effect; nearly all actives have a fitted effect of over 65% in size
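Each well held 1000 AREc32 cells, which were incubated with compound for 24 hr at 37 deg C after overnight attachment, and ARE reporter activity was quantified by firefly luciferase luminescence.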
TGFb inhibitor – inhibitors of TGF-b signaling; AID 588855; HepG2 CAGA-GFP TGF-b/SMAD3 reporter, GFP fluorescence, 18 h; TGF-beta stimulated, 500 pg/mL final; Potency, µM (highest dose often 46.1 µM), for inactives: at the highest dose activity, negative = inhibition, actives largely listed as inhibitors; 410,000 tested, 1.2% active; note: potency is the fitted concentration of half-maximal effect; % is set by controls: 0 for no effect and ±100 for the full control effect; nearly all actives have a fitted effect of over 65% in size
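Cell-based qHTS in HEPG2 carrying a CAGA-GFP Smad reporter; compounds added before 500 pg/mL final TGF-beta, 18 h incubation at 37 degrees C, GFP fluorescence quantified per cell by imaging cytometry.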
MmCpn inh – inhibitors of Methanococcus maripaludis chaperonin (MmCpn) | purified Mm-Cpn ATPase, ADP Transcreener TR-FRET | Potency, µM (doses to about 76.9 µM), for inactives: at the top dose activity, negative = inhibition, hits mostly inhibitors | 330,000 tested, 0.031% active | AID 504842; note: potency is the fitted concentration of half-maximal effect; % is set by controls: 0 for no effect and ±100 for the full control effect; nearly all actives have a fitted effect of over 80% in size
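Eu-cryptate anti-ADP/ADP-d2 competition gives a ratio inversely related to ADP. Enzyme at 25 nM was pre-exposed to compound for 10 min, then given 10 uM ATP for 30 min, 37°C throughout.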
HepG2 tox – kills HepG2 cells in TGF-b inhibitor counter-screen; 410,000 tested, 0.76% active; Potency, µM (doses to about 46.1 µM), inactives show at the highest dose activity change, negative = cytotoxicity, usual class: cytotoxic; HepG2 CAGA-GFP viability, ATP luminescence, 18 h; note: potency is the fitted concentration of half-maximal effect; some results filed as inactive show a strong effect at the top dose
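CellTiter-Glo luminescence gave cytotoxicity after 18 hours at 37 degrees C. The cells were HepG2 CAGA-GFP in 1% FBS DMEM, stimulated with 500 pg/mL TGF-beta after compound addition. %Activity was normalised to no-cell wells (complete cell-killing) and DMSO (no toxicity), and curves were fitted and classified.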
* hit, by the source's call; i = inactive; ? = inconclusive; nt = not tested or not shown; [ ] = remark or other dose. Unless noted, calls come from the whole dose curve; as a rule, active = well fitted curve in the direction sought with a large enough effect; inconclusive = small, poorly fitted or top-dose-only effect, or another doubt; inactive = no such curve, though single readings can be large; an effect the other way counts as inactive or inconclusive.

Under each structure – Nrf2 block	pAkt inh	CCT chaperon mod	Abeta rescue	A549 tox	Nrf2 ARE act	TGFb inhibitor	MmCpn inh	HepG2 tox
- CCN(CC)CCn1c(-c2ccccc2)csc1=Nc1ccccc1
→ 14%	nt	nt	-13%	2%	11%	13µM*	nt	-28%
- O=C(NCCN1CCCCC1)c1ccc(Cn2c(SCc3ccccc3)nc3cccnc32)cc1
→ 22%	nt	nt	-13%	-23%	6.1%	-1%	nt	-58%
- O=C(Cc1c[nH]c2ccccc12)NC1(C(=O)NC2CCCC2)CCCCC1
→ 10%	i	0.9	-6%	-10%	-0.3%	-3%	-1%	13%
- COC(=O)N(NC(=O)C(O)(c1ccccc1)c1ccccc1)c1ccc(C)cc1
→ -3%	i	-2.9	14%	0%	-0.6%[9.22 µM]	?	0%	-6%
- O=C(NCCN1CCOCC1)c1cccc(S(=O)(=O)NCc2ccccc2)c1
→ 6%	i	0.1	-6%	-7%	-0.7%	-9%	-2%	4%
- O=C(Nc1ccccc1C(=O)N1CCN(c2ccccc2)CC1)c1ccco1
→ -1%	i	-0.7	18%	1%	4.2%	-2%	0%	5%
- Cc1ccc(C(OCC(O)CN2CCCCC2)c2ccccc2)cc1 (stereo not given)
→ 3%	i	-0.7	-6%	-1%	0.1%	14%	3%	-8%
- O=C(CSc1nnc(-c2ccccn2)n1Cc1ccccc1)Nc1ccc2c(c1)OCO2
→ 2%	i	-0.1	21%	-7%	-0.5%	21%	-1%	-18%
- COc1ccccc1-c1ccc(=O)n(CC(=O)NCc2cccs2)n1
→ 4%	i	-2.7	-9%	2%	1.2%	-5%	2%	2%
- COc1ccc(NS(=O)(=O)c2ccc3oc(SCC(N)=O)nc3c2)cc1
→ 23µM*	i	-0.6	-7%	-9%	2.8%	-2%	-3%	-7%
- Cc1cc2nc(-c3ccc(SCc4ccccn4)nc3)[nH]c2cc1C
→ ?	i	0.3	-17%	-24%	1.4%	-22%	?	-48%
- CCn1cc([N+](=O)[O-])c(C(=O)N2CCN(C(=O)c3ccco3)CC2)n1
→ 2%	i	-1.0	?	5%	-0.2%	-15%	-2%	-12%
- CCCn1c(=O)c2sccc2n2c(CCCC(=O)Nc3cccc(CC)c3)nnc12
→ -28%	nt	nt	1%	-7%	1.2%	?	nt	-21%
- Cc1c(OC(C)C(=O)NCCCN2CCOCC2)ccc2c1oc(=O)c1ccccc12 (stereo not given)
→ -26%	i	-2.8	-6%	-1%	0.4%	-6%	-2%	-14%
- CC(C)C1Cc2ccccc2-c2[nH]c(=S)[nH]c(=O)c21 (stereo not given)
→ -8%	i	-0.1	4%	-1%	0.4%	4%	nt	10%
- O=C1CC(C(=O)Nc2cc(Cl)ccc2Cl)n2ncnc2N1 (stereo not given)
→ -2%	i	-0.8	8%	-5%	0.0%	22%	0%	1%
- CNC(=S)N(CCc1c(C)[nH]c2ccc(C)cc12)Cc1cccs1
→ -18%	i	-8.3	?	-2%	3.1%	?	0%	-28%
- COc1ccc(CNC[C@H]2O[C@@H](n3ccc(=O)[nH]c3=O)[C@H](O)[C@@H]2O)cc1OC
→ -7%	i	-12	-10%	3%	-0.4%	-10%	nt	-21%
- Cc1ccc(C(=O)N2CC=C(c3ccccc3)CC2)o1
→ 5%	i	1.0	-2%	-1%	4.8%	-1%	-2%	-11%
- COC(=O)c1ccc(Nc2ncnc3c2cnn3-c2ccccc2)cc1
→ nt	nt	nt	-1%	-1%	4.0%	-2%	nt	-3%
- CCCCC(C(=O)NC(C)(C)C)N(Cc1ccccc1)C(=O)c1snc(C(N)=O)c1N (stereo not given)
→ 8%	i	-2.1	9%	-18%	4.3%	-20%	-1%	-1%
- O=S(=O)(c1ccccc1)N1CCN(Cc2cccc(Cl)c2)CC1
→ 0%	i	0.5	-7%	-8%	-0.4%	-27%	-2%	0%
- COC(=O)c1cccc([N+](=O)[O-])c1CN1CCCC(C(N)=O)C1 (stereo not given)
→ -3%	i	0.5	5%	-5%	-0.7%	4%	-4%	3%
- CC1CC(C)CN(c2nc3c(c(=O)n(C)c(=O)n3C)n2C)C1 (stereo not given)
→ 1%	i	-0.6	-36%[inhibitor]	4%	-0.6%	-19%	-2%	-6%
- COc1cc(SC)ccc1C(=O)OCC(=O)NCCNC(=O)COC(=O)c1ccc(SC)cc1OC
→ -7%	i	0.8	-12%	1%	-0.5%	0%	-2%	-9%
- CC(C)C[C@H](NC(=O)c1nc[nH]c1C(=O)N[C@@H](CCCCNC(=O)OC(C)(C)C)C(=O)OC(C)(C)C)C(=O)OCc1ccccc1
→ ?	i	-2.0	6%	?	4.1%	?	0%	-12%
- O=C(NNC(=O)c1ccc([N+](=O)[O-])cc1Cl)c1ccncc1
→ 2%	i	-1.7	-7%	1%	0.7%	-2%	1%	2%
- Cc1ccc(Cl)cc1N1CCN(c2nc3ccccc3c3nc(-c4cccnc4)nn23)CC1
→ 21%	nt	nt	-22%	11%	-0.5%	6%	nt	-2%
- CCn1c(SCC(=O)Nc2ccc3c(c2)OCO3)nc2c1c(=O)n(C)c(=O)n2C
→ -13%	i	0.7	6%	-5%	1.9%	18%	-3%	-1%
- O=C(CN(c1ccc2c(c1)OCCO2)S(=O)(=O)c1ccccc1)Nc1ccc2c(c1)OCO2
→ -7%	i	0.1	-7%	-16%	-0.4%	9%	-5%	-20%

3 entries from above, sorted by SMILES length, lowest first:
Under each structure – Nrf2 block	pAkt inh	CCT chaperon mod	Abeta rescue	A549 tox	Nrf2 ARE act	TGFb inhibitor	MmCpn inh	HepG2 tox
- CC1CC(C)CN(c2nc3c(c(=O)n(C)c(=O)n3C)n2C)C1 (stereo not given)
→ 1%	i	-0.6	-36%[inhibitor]	4%	-0.6%	-19%	-2%	-6%
- Cc1c(OC(C)C(=O)NCCCN2CCOCC2)ccc2c1oc(=O)c1ccccc12 (stereo not given)
→ -26%	i	-2.8	-6%	-1%	0.4%	-6%	-2%	-14%
- CC(C)C[C@H](NC(=O)c1nc[nH]c1C(=O)N[C@@H](CCCCNC(=O)OC(C)(C)C)C(=O)OC(C)(C)C)C(=O)OCc1ccccc1
→ ?	i	-2.0	6%	?	4.1%	?	0%	-12%

Further compounds follow:
Under each structure – Nrf2 block	pAkt inh	CCT chaperon mod	Abeta rescue	A549 tox	Nrf2 ARE act	TGFb inhibitor	MmCpn inh	HepG2 tox
- Cc1c(C(c2cccc(Br)c2)c2c(C)n(C)n(-c3ccccc3)c2=O)c(=O)n(-c2ccccc2)n1C
→ -13%	i	-3.7	10%	-18%	-0.2%	-8%	-1%	-23%
- Cc1ccc(CNC(=O)C2CCCN(C(=O)Nc3ccc(F)cc3)C2)cc1 (stereo not given)
→ 9%	i	0.7	-1%	1%	0.5%	10%	2%	1%
- O=C(NN1C(=O)C2C3c4ccccc4C(c4ccccc43)C2C1=O)c1ccccc1 (stereo not given)
→ 1%	i	0.5	3%	7%	-0.1%	-13%	0%	9%
- O=C(c1ccco1)N1CCCC(c2nc3c(nnn3Cc3c(Cl)cccc3Cl)c(=O)[nH]2)C1 (stereo not given)
→ -8%	i	-0.8	1%	-4%	3.1%	-5%	-1%	4%
- CC(=O)Nc1ccc(NC(=O)COC(=O)C2c3ccccc3Oc3ccccc32)cc1
→ 16%	i	-1.1	0%	3%	0.4%	-16%	1%	2%
- CCOC(=O)c1ccc(N2C(=O)[C@@H](c3ccccc3)[C@H]2c2ccccc2)cc1
→ 17%	i	-2.0	-12%	-2%	0.3%	-9%	1%	-3%
- COc1ccc(N(C(=O)C(C)C)S(=O)(=O)c2ccc(Cl)cc2)cc1
→ nt	nt	-2.9	-5%	12%	-0.4%	-16%	0%	-2%
- COc1ccc(NC(=O)Nc2cc(-c3cn4cccnc4n3)ccc2C)cc1
→ 2%	nt	nt	-11%	-1%	-1.1%	3%	nt	4%
- O=C(Nc1c2c(nn1-c1ccccc1)CSC2)c1ccc(N2C(=O)CCC2=O)cc1
→ 1%	i	-1.4	-1%	21%	2.8%	?	0%	-4%
- CCSc1nnc(N2C(=O)c3ccc(C(=O)c4ccc(C(=O)O)cc4)cc3C2=O)s1
→ 2%	i	-0.3	-4%	0%	0.0%	20%	-2%	40%
- CCOC(=O)c1nc(C)nc(Sc2n[nH]c(-c3cc(C(F)(F)F)cc(C(F)(F)F)c3)n2)c1C
→ -1%	i	-2.7	-9%	4%	2.4%	?	1%	-88%
- CCOC(=O)CNC(=O)Nc1cc(C(=O)NCc2ccccc2OC)ccc1N1CCCC1
→ nt	nt	nt	-10%	-1%	0.4%	-5%	nt	0%
- C=CCNC(=O)c1ccccc1NC(=O)C1CCN(S(=O)(=O)c2ccc(SC)cc2)CC1
→ ?	i	-3.5	-15%	-1%	0.0%	18%	-2%	23%
- CC(=O)N(C)c1ccc(N=C2C(=O)Nc3ccccc32)cc1
→ 6%	i	-1.5	4%	2%	0.6%	0%	3%	-1%
- O=c1cc(N2CCN(c3ccccc3F)CC2)[nH]c(=O)n1-c1ccc(Br)cc1
→ -16%	i	-2.5	-11%	-6%	-0.8%	3%	2%	-10%
- CCc1sc(C(=O)N2CCCN(C)CC2)cc1Br
→ 1%	i	-1.3	4%	-3%	0.2%	-10%	1%	-5%
- COc1ccccc1OCC(O)Cn1c(=N)n(Cc2ccccc2)c2ccccc21 (stereo not given)
→ -25%	i	0.5	11%	?	4.3%	-15%	2%	-68%
- Cc1ccc(SCC(=O)N2N=CCC2c2ccccc2)cc1 (stereo not given)
→ 4%	i	1.0	-9%	2%	2.0%	0%	-1%	-10%
